POLH inh: blocks human DNA polymerase eta activity | 390,000 compounds, 1.2% hits | Q9Y253 | Potency, µM (series often up to 114 µM), inactives show at the top dose activity change, negative = inhibition, hits mostly inhibitors | recombinant Pol eta, fluorescent DNA replication assay; further: potency means the concentration at half of the fitted maximal effect; on the % scale 0 is the no-effect control and ±100 the full control effect
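Pol eta at 10 nM preincubated with compounds 15 min at room temperature; reaction started with fluorescent substrate (50 nM final) and read kinetically at 0 and 10 min.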
G9a inh: G9a (human) methyltransferase inhibition. 350,000 compounds, 8.8% hits. G9a H3K9 monomethylation, AlphaScreen, 2 h. Potency, µM (doses to about 102 µM), inactives show top-dose activity, negative = inhibition, usual class: inhibitors. Q96KQ7. AID 504332; further: potency means the concentration at half of the fitted maximal effect; on the % scale 0 is the no-effect control and ±100 the full control effect; nearly all actives have a fitted effect of over 75% in size
Target sequence (Q96KQ7 913-1193 limits assumed): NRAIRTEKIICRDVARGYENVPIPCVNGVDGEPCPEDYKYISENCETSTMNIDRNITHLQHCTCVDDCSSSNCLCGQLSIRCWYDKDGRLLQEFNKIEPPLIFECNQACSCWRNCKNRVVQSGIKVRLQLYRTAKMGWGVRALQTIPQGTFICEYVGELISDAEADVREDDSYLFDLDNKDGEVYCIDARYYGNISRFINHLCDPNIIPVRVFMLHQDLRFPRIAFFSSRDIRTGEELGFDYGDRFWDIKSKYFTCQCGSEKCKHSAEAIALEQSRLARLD
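AlphaScreen detection with an anti-monomethyl H3K9 antibody quantified product after a 2 h room-temperature reaction containing 500 nM biotinylated H3K9 peptide, 20 µM SAM and 20 nM enzyme, which had been preincubated 15 min with compound.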
HP1b chromo inh: HP1-beta chromodomain-methylated histone interaction inhibition; 390,000 compounds, 0.56% hits; AID 540317; AlphaScreen HP1-beta / biotin-H3K9me3 peptide binding; Potency, µM (series often up to 114 µM), for the others: at the highest dose activity change, negative = inhibition, hits mostly inhibitors; further: potency means the concentration at half of the fitted maximal effect; nearly all actives have a fitted effect of over 70% in size; inactives centre near 23
Target sequence (P83916 whole entry, looked up): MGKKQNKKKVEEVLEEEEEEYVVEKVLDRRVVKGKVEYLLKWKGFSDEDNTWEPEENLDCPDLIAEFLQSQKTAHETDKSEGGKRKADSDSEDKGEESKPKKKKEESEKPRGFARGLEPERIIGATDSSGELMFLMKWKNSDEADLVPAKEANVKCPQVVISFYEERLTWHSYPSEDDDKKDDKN
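AlphaScreen: HP1-beta (50 nM) preformed 30 min with biotin-H3(1-18)K9me3 peptide (50 nM) in PBS pH 7.4, 0.01% Tween-20. Compound added for 30 min at RT, then streptavidin donor/nickel chelate acceptor beads (10 ug/mL) for 30 min.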
PI4K2A inh: inhibitors of human PI4K2A | purified PI4K2A, ADP-Glo luminescence, 1 h; hits give low values | AID 1346378 | activity change, negative = inhibition, % at 76.9 µM | 420,000 compounds, 0.13% hits | Q9BTU6; in the data active means activity change below about -50%; inconclusive means mostly about -30% to -49%;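 further: -100% = wells without enzyme as full effect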
Target sequence (Q9BTU6 whole entry, looked up): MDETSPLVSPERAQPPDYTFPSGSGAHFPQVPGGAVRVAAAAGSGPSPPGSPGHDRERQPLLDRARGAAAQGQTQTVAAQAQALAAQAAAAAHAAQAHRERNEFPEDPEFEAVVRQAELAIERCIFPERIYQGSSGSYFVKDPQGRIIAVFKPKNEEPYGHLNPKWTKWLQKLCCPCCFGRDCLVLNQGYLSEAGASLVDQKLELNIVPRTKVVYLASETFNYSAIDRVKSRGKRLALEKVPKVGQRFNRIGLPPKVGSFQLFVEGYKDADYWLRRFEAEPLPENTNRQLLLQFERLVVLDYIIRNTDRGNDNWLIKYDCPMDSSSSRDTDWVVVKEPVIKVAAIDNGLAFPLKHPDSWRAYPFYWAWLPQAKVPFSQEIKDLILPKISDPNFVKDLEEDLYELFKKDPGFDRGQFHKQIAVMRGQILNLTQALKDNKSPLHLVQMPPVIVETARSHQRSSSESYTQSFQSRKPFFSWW
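PI4K2A activity was measured by ADP-Glo luminescence: enzyme (4 ug/mL stock) and phosphatidylinositol (1.2 mM stock) in Tris pH 7.5/MgCl2/EGTA/Triton X-100 buffer were reacted with ATP (300 microM stock) for one hour at ambient temperature.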
JMJD2A Tudor inh: JMJD2A Tudor domain (human) inhibition; AlphaScreen JMJD2A-Tudor / H3K4me3 peptide binding; Potency, µM (series often up to 114 µM), without a hit: at the highest dose activity change, negative = inhibition, hits mostly inhibitors; 390,000 compounds, 4.4% hits; AID 504339; further: potency means the concentration at half of the fitted maximal effect; on the % scale 0 is the no-effect control and ±100 the full control effect; nearly all actives have a fitted effect of over 50% in size
Pin1 inhibitor: human Pin1 inhibition; Q13526; Pin1 FP peptide displacement, HiFluor488, 10 min; Potency, µM (highest dose often 115 µM), for the others: at the top dose activity, negative = inhibition, most hits filed as inhibitors; 390,000 compounds, 0.009% hits; active means well fitted inhibition curve with a large enough effect in the polarisation, with a control signal flat, not every such curve was filed as active; inconclusive means small, poorly fitted or top-dose-only effect, or effect the other way, or a change in a side signal; inactive means no such curve, though single readings can be large or run the other way; the % refers to the polarisation; further: potency means the concentration at half of the fitted maximal effect; on the % scale 0 is the no-effect control and ±100 the full control effect
GLS inhibitor: blocks human kidney-isoform glutaminase activity; O94925; GLS enzymatic activity, qHTS titration; Potency, µM (doses to about 45.5 µM), without a hit: at the highest dose activity change, negative = inhibition, most hits filed as inhibitors; 410,000 compounds, 0.21% hits; further: potency means the concentration at half of the fitted maximal effect; on the % scale 0 is the no-effect control and ±100 the full control effect
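hKGA; 45 mM KH2PO4 pH 8.2 + 0.02% Tween-20; cpd via pin tool; 1 mM Gln soln; GluOx/HRP/Amplex Red; RT 30 min; fluor. t0 & final.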
BAZ2B inh: BAZ2B (human) inhibition | Potency, µM (series often up to 114 µM), without a hit: at the highest dose activity change, negative = inhibition, actives largely listed as inhibitors | 360,000 compounds, 4.4% hits | AlphaScreen BAZ2B-H3K14Ac peptide displacement; further: potency means the concentration at half of the fitted maximal effect; on the % scale 0 is the no-effect control and ±100 the full control effect; nearly all actives have a fitted effect of over 60% in size
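Complex of BAZ2B and biotin-H3K14Ac (50 nM apiece) forms over 30 min at RT, then faces library compounds up to 110 uM for another 30 min; AlphaScreen beads added, 20 min dark incubation, luminescence read.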
Tb PGK inh: blocks T. brucei phosphoglycerate kinase; Potency, µM (top dose mostly 57.5 µM), without a hit: top-dose activity change, negative = inhibition, actives largely listed as inhibitors; AID 602233; P07378; 380,000 compounds, 0.043% hits; PGK/GAPDH coupled, Kinase-Glo luminescence, 60 min; further: potency means the concentration at half of the fitted maximal effect; on the % scale 0 is the no-effect control and ±100 the full control effect; nearly all actives have a fitted effect of over 60% in size
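Luminescent ATP detection (Kinase-Glo Plus) follows a 60-minute room-temperature incubation, with wells lacking PGK as controls. Buffer: 100 mM TEA (pH 7.6), 5 mM MgCl2, 0.01% Tween-20. Coupling enzyme GAPDH (100 nM final) supplies unstable 1,3-BPG in-well.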
Starred values were filed as active, the others as inactive; i = inactive; ? = inconclusive; nt = not tested or not shown; & = joins results of further samples; [ ] = remark or other dose. Unless noted, the call rests on the fitted dose curve; in most records, active means well fitted curve in the direction sought with a large enough effect; inconclusive means small, poorly fitted or top-dose-only effect, or another doubt; inactive means no such curve, though single readings can be large; an effect the other way counts as inactive or inconclusive. An excerpt. The share of hits here may be higher or lower than overall.

molecule,POLH inh,G9a inh,HP1b chromo inh,PI4K2A inh,JMJD2A Tudor inh,Pin1 inhibitor,GLS inhibitor,BAZ2B inh,Tb PGK inh
CC(C)OC(=O)c1ccc(NCc2cc(O)ccc2O)cc1,-24%,nt,40µM*,13,4µM*,-7%,-20%,nt,-8%
COc1ccc(C2=NN(S(=O)(=O)c3ccccc3)C(c3ccccc3)C2)cc1 (stereo not given),-12%,10%,23%,4,-15%,13%,10%,-2%,7%
Cc1cnc(CN(C)C(=O)c2cc(COc3c(F)cccc3F)on2)[nH]1,4%,4%,9%,0,-15%,2%,0%,3%,-3%
Cc1ccc(C)c(N2CCN(C(c3ccccc3)c3nnc(-c4ccccc4)o3)CC2)c1 (stereo not given),-21%,?,15%,-4,-25%,-1%,14%,?,-7%
CCOc1cc(/C=N/n2c(C)nnc2C)ccc1O,-8%,-2%,37%,1,-5%,1%,24%,-1%,-1%
COc1cc2ccccc2cc1C(=O)N1CCOCC1,3%,-27%,15%,4,-9%,3%,-1%,-3%,-4%
CN1CCN(/N=C/c2ccc(C#N)cc2)CC1,-10%,-41%,-11%,2,-11%[57.1 µM],-5%,-13%,?,-1%
O=C(NCCCc1ccc(F)cc1)C1CCC(=O)N(CC2CCCCC2)C1 (stereo not given),-11%,35%[activator],25%,3,-4%,-3%,13%,-8%,3%
CCCCNC(=O)CNC(=S)N(Cc1ccccc1)Cc1cccnc1,-10%,-1%[59 µM],45%[activator],0,0%,-3%,-4%,6%,i
Cc1cccc(OCCCN2CCCCCC2)c1,-5%,6.3µM*,?,-3,7.9µM*,3%,-8%,79µM*,0%
COc1cccc(-c2ccc(=O)n(CC(=O)Nc3ccc(C(=O)N4CCCC4)cc3)n2)c1,-8%,-7%[59 µM],38%,5,-21%,16%,-1%,-25%,i
Cc1cc2oc(C(=O)Nc3sc4c(c3C(=O)NCc3ccccc3)CCCC4)cc(=O)c2cc1C,-2%,-5%[59 µM],9%,-1,-14%,-14%,-7%,-1%,17%
O=C(CN(Cc1ccco1)C(=O)c1nsc(Cl)c1Cl)NC1CCCCC1,5%,-4%,26%,13,-9%,-10%,2%,-19%,-6%
COc1ccc([C@@H]2C[C@H](c3ccccc3)Oc3cc(C)cc(C)c32)cc1,-19%,3%[12.7 µM],58%[activator],0,12%,-1%,-3%,12%,8%
O=C(NCc1cccnc1)c1ccc(CN2CCc3ccccc3C2)cc1,-12%,-9%[59 µM],-4%,3,-24%,-4%,-9%,-7%,11%
CC(=O)Oc1c(Sc2ccccc2[N+](=O)[O-])c(C)nn1C(C)(C)C,-5%,45µM*,-18%,-2,?,-4%,18%,?,-1%
CC1CCCC(C)N1C(=O)Cn1c(=O)sc2ccccc21 (stereo not given),-13%,20%,59%[activator],5,-3%,4%,-5%,9%,-4%
NS(=O)(=O)c1ccc(CCNC(=O)CSc2nc3ccccc3c(=O)n2CCN2CCOCC2)cc1,3%,-20%,32%,-7,-9%,11%,-5%,-8%,-3%
CN(C(=O)CSc1cn(CC(=O)N2CCOCC2)c2ccccc12)c1ccccc1,-9%&-25%,33%&-4%[59 µM],8%&45%,-1&-3,-11%,-2%&-1%,-10%&-3%,-3%,1%&-9%
COC(=O)C1C(=O)C2=C(CC1C)NC(C)=C(C(=O)OCCOc1ccccc1)C2c1ccc(C)o1 (stereo not given),-17%,?,10%,8,-11%[57.1 µM],21%,-6%,0%,-1%
CCOC(=O)N1CCN(C(=O)CNC(=O)c2ccc(Cl)cc2)CC1,-7%,nt,19%,3,-10%,3%,0%,2%,-2%
COCCNC(=O)C(=O)N/N=C/c1ccc(C(=O)OC)cc1,-27%,nt,32%,11,5%,0%,9%,-2%,5%
CCOC(=O)c1nnsc1NC(=O)Nc1ccc(OC)cc1,-9%,40µM*,23%,4,-17%,16%,3%,?,i
COc1cc(C)nc(N2CCCC(C(=O)Nc3cccc(Cl)c3C)C2)n1 (stereo not given),-13%,-1%[59 µM],56%,13,6%,-5%,-15%,-8%,-13%
O=C(COC(=O)CNS(=O)(=O)/C=C/c1ccccc1)Nc1cccc2ccccc12,-10%,50µM*,26%,2,1%,5%,16%,-22%,6%
COc1ccc(C2C(C(=O)c3ccco3)=C(O)C(=O)N2CC2CCCO2)cc1 (stereo not given),0%,?,20%,-8,-22%,-16%,-5%,-39%,-8%
NNC(=O)CCCCCCCCCCOCCCCO,-10%,nt,-10%,-1,-18%,2%,18%,-6%,0%
COc1nc(-c2ccc(Cl)cc2)ccc1-c1noc(-c2ccco2)n1,3%,2.8µM*,16%,2,-1%,16%,-9%,-21%,-8%
CC(=O)Nc1c([N+](=O)[O-])cc(C)c(Cl)c1[N+](=O)[O-],4%,9%,26%,2,-6%,5%,7%,-17%,-1%
COc1ccc(NC(=O)CN(c2cc(C)cc(C)c2)S(=O)(=O)c2c(C)noc2C)cc1OC,-15%,-46%,-3%,5,?,-1%,0%,-10%,-6%
CC(NC(=S)Nc1ccccc1Cl)C(c1ccccc1)N1CCOCC1 (stereo not given),-4%,-22%,29%,20,-31%,-1%,15%,-9%,5%
COc1ccc(NC(=O)CSc2nc(C)cc(C)n2)cc1,-7%,14%[12.7 µM],25%,4,-2%,?,8%,6%,4%
COc1ccc(OC)c(CCNc2ncnc3onc(C)c23)c1,1%,-1%[59 µM],40%[activator],1,-11%,-3%,-6%,7%[57.1 µM],-7%
CCN(C(=O)COC(=O)CCC(=O)c1ccc(C)cc1)c1c(N)n(Cc2ccccc2)c(=O)[nH]c1=O,-4%,nt,23%,-5,-9%,-7%,-5%,nt,-8%
O=C1C2C(C(=O)N1CCc1ccccc1)C1C=CC2C12CC2 (stereo not given),-7%,1%[59 µM],28%,-2,6%,-6%,-3%,4%,-1%
COc1ccc(N=NC2=C(O)CC(C)(C)CC2=O)cc1,7%,nt,9%,11,-18%,78%[activator],14%,?,5%
O=C(COc1ccc(Cl)cc1)NNC(=S)NCc1ccccc1,-18%,32µM*,16%,4,-16%,5%,106%[activator],25%,-2%
O=C(NC1CCCCC1)C(c1ccc(O)cc1)N(C(=O)c1cnccn1)c1cccc(F)c1 (stereo not given),-16%,10%,22%,6,-16%,29%,-8%,-9%,-8%
Cc1cc(C(=O)CN2C(=O)NC3(CCCCC3)C2=O)c(C)n1Cc1ccco1,-11%,-37%,9%,-2,-32%,-1%,10%,?,8%
COc1ccc(NC(=O)COC(=O)CCc2ccc(S(=O)(=O)N3CCOCC3)cc2)c(OC)c1,-8%,nt,18%,-10,-12%,3%,0%,nt,i
Cc1ccc(S(=O)(=O)NC(=O)COc2ccc(Cl)cc2Cl)cc1,5%,25%,39%[activator],-4,-4%,-6%,9%,-37%,-3%
CC(C)CC(=O)OCc1cn(-c2ccccc2)nn1,-6%,nt,28%,-2,37%[activator],4%,-1%,-4%,4%
Cn1cnc(S(=O)(=O)N2CCCC(C(=O)Nc3ccc(F)cc3Cl)C2)c1 (stereo not given),-19%,2%[59 µM],2%,6,-9%,5%,-1%,-1%,0%
COc1ccc2nc3sc(C(=O)Nc4cc(Cl)c(OC)cc4OC)cc3cc2c1,?,?,8%,3,-27%,30%,-18%,?,-14%
O=c1cc(N2CCc3ccccc3C2)[nH]c(=O)n1Cc1ccc(F)cc1,4%,3%[59 µM],15%,-2,-21%,14%,3%,6%,-2%
CC1(c2ccc(OC(F)F)cc2)NC(=O)N(CC(=O)N2c3ccccc3NC(=O)C2(C)C)C1=O (stereo not given),-6%,?,32%,3,-18%,-24%,-13%,-19%,-1%
CCCN(CC(=O)Nc1ccccc1C)C(=O)c1cccc(S(=O)(=O)N2CCN(c3ccccc3)CC2)c1,-5%,11%[12.7 µM],-1%,-4,-25%,18%,4%,1%,0%
CSc1nc(N)c2c3c(sc2n1)COC(C(C)C)C3 (stereo not given),-21%,7%,30%,-3,-2%,1%,6%,-4%,3%
N/C(=N\OC(=O)/C=C/c1ccccc1)c1ccccc1,0%,46%[activator],43%[activator],2,18%,-1%,19%,56%[activator],nt
Nc1cc([N+](=O)[O-])ccc1Nc1ccc(O)cc1,-11%,10µM*,?,-6,56µM*,7%,13%,32µM*,-9%
O=S(=O)(NCc1ccc(F)cc1)c1cccc(S(=O)(=O)N2CCOCC2)c1,-14%,-6%[12.7 µM],27%,8,3%,3%,-1%,-3%,i
c1ccc(-c2nnnn2CCOCCn2nnnc2-c2ccccc2)cc1,2%,-39%[2.33 µM],27%,0,-3%,0%,15%,-6%,-3%
Cc1cc(C)c(O)c(-c2cc(C(=O)Nc3cccnc3)[nH]n2)c1,-15%,-13%,10%,-3,-11%,2%,?,?,-9%
O=C(CNC(=O)c1cccc(F)c1)N/N=C/c1cccnc1,0%,nt,29%,-3,2%,1%,3%,-13%,-6%

Single entries from the entries so far:
COc1ccc(NC(=O)COC(=O)CCc2ccc(S(=O)(=O)N3CCOCC3)cc2)c(OC)c1 in JMJD2A Tudor inh: -12%
Cc1cc(C)c(O)c(-c2cc(C(=O)Nc3cccnc3)[nH]n2)c1 in HP1b chromo inh: 10%

Bioassay records from PubChem.
